TRb-SRC2 inh: TRbeta-SRC2 interaction inhibition. P10828. TRbeta-SRC2 peptide binding, fluorescence polarization; receptor liganded with 1 µM T3. Potency, µM (doses to about 106 µM), for the others: at the highest dose activity change, negative = inhibition, usual class: inhibitors. 280,000 compounds, 0.065% hits. AID 1469;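 also: plate controls were bound peptide for no effect and peptide without receptor for full effect; nearly all actives have a fitted effect of over 50% in size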
Target sequence (P10828 whole entry, looked up): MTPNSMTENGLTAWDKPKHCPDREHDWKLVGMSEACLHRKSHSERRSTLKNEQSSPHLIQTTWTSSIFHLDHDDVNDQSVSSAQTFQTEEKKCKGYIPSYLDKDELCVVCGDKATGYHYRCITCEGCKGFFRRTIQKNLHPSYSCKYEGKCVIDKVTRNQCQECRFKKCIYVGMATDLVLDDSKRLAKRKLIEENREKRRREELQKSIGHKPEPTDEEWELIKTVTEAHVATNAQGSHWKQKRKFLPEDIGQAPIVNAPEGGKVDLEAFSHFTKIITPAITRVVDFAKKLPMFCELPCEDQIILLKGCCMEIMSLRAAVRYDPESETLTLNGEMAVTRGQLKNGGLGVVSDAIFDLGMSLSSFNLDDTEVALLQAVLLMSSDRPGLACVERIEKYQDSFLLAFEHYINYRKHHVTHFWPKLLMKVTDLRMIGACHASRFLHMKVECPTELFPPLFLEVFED
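Polarization signal, normalized between peptide-alone and full complex controls, measured compound effects on T3-liganded human TRb LBD (0.6 uM) binding 20 nM Texas Red SRC2 peptide after 5 hr.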
Tau fluor counter: counter-screen for tau fibril formation inhibitors; tau K18 P301L Alexa594 fluorescence, heparin fibrillization; Potency, µM (top dose mostly 57.7 µM), without a hit: at the top dose activity change, negative = decrease; 280,000 compounds, 0.93% hits; AID 1463; also: % is scaled to controls: 0 for no effect and ±100 for the full control effect; nearly all actives have a fitted effect of over 55% in size
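Human tau K18 P301L (15 uM unlabeled, 0.24 uM Alexa 594-labeled) in 100 mM sodium acetate pH 7 with 20 uM heparin, 6 hr at 37 C. ThT 30 uM added, 1 hr ambient; Alexa 594 FP and total fluorescence read at 555/632 nm.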
RECQ1 helicase: blocks DNA unwinding by human RECQ1; P46063; RECQ1 DNA unwinding, red fluorescence kinetic read; Potency, µM (doses to about 57.3 µM), without a hit: at the highest dose activity, negative = inhibition, usual class: inhibitors; 240,000 compounds, 0.54% hits; AID 2549;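 also: plate controls were vehicle for no effect and no enzyme for full effect; nearly all actives have a fitted effect of over 30% in size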
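RECQ1T1 50 nM; forked duplex (20 bp + 30-nt ss tails) 200 nM, ATP 2 mM final; pH 8.0, 2 mM MgCl2, 2.5 ug/ml poly(dI-dC); 15 min compound preincubation; discontinuous kinetic read over 2 h at RT.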
Tau fibril ThT: inhibitors of human tau fibril formation, thioflavin T binding; P10636; recombinant tau K18 P301L (four-repeat tau fragment), heparin-induced fibrillization, ThT fluorescence; Potency, µM (titrated, usually from 57.4 µM), without a hit: top-dose activity, negative = inhibition, most hits filed as inhibitors; 270,000 compounds, 2.1% hits; also: % is scaled to controls: 0 for no effect and ±100 for the full control effect; nearly all actives have a fitted effect of over 55% in size
Target sequence (P10636 561-689 P618L limits assumed): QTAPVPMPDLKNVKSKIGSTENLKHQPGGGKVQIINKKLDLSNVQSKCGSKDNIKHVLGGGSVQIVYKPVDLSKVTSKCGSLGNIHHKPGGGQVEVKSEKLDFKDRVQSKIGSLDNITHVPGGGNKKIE
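Tau K18 P301L fragment (15 uM unlabeled plus 0.24 uM Alexa 594-labeled) in 100 mM sodium acetate pH 7 with compound, fibrillization induced by 20 uM heparin for 6 hr at 37 C. Thioflavin T (30 uM) added, fluorescence read after 1 hr (ex 450, em 510 nm).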
HTT cytoprotect: protects HTT-Q103 PC12 cells, measured by ATP; Potency, µM (titrated, usually from 56.4 µM), for the others: cytoprotection (ATP increase), actives largely listed as activators; AID 1471; 230,000 compounds, 0.14% hits; PC12 HTT-Q103 induced, cytoprotection, ATP luminescence, 40 h;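 also: % of control where 0% means no effect; nearly all actives have a fitted effect of over 45% in size; toxic huntingtin expression switched on by the ecdysone agonist tebufenozide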
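Compounds added alongside 100 nM tebufenozide, which induces toxic Q103 huntingtin exon 1-GFP in stable PC12 cells; surviving cells quantified by luminescent ATP measurement. Medium: phenol red-free DMEM, 5% equine and 5% calf serum.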
TexasRed fluor: Texas Red fluorescence interference in TRb-SRC2 counter-screen; Potency, µM (series often up to 106 µM), for the others: top-dose fluorescence change, negative = quenching; TRb/SRC2 Texas Red total fluorescence interference; 280,000 compounds, 0.29% hits; active = well fitted curve in either direction with a large enough effect; inconclusive = small, poorly fitted or top-dose-only effect; also: % is scaled to controls: 0 for no effect and ±100 for the full control effect
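Human TRb ligand-binding domain at 0.6 uM with 20 nM Texas Red SRC2 peptide in Tris buffer containing 1 uM T3 and 5% DMSO, incubated with compound 5 h at ambient temperature. Total fluorescence (555/632 nm) calculated as parallel + 2 × perpendicular.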
L3MBTL1 block: blocks human L3MBTL1 | Q9Y468 | AlphaScreen L3MBTL1–H3K9me1 peptide binding | Potency, µM (titrated, usually from 57.1 µM), without a hit: at the highest dose activity, negative = inhibition, most hits filed as inhibitors | 230,000 compounds, 0.66% hits | AID 485360; also: % is scaled to controls: 0 for no effect and ±100 for the full control effect; nearly all actives have a fitted effect of over 60% in size
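First, the protein-peptide complex forms for 30 min at room temperature (L3MBTL1 50 nM, biotinylated H3K9me1 peptide 75 nM). Next, compounds are pin-transferred and incubated 30 min. Finally, AlphaScreen beads are added and read after 30 min.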
Tau fibril FP: inhibitors of human tau fibril formation; Potency, µM (highest dose often 57.7 µM), inactives show at the highest dose activity, negative = inhibition, usual class: inhibitors; K18 P301L tau heparin fibrillization, Alexa594 FP, 6 h; 280,000 compounds, 0.39% hits; also: % is scaled to controls: 0 for no effect and ±100 for the full control effect; nearly all actives have a fitted effect of over 55% in size
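Human K18 P301L fragment (15 uM unlabeled plus 0.24 uM Alexa 594-labeled) in 100 mM sodium acetate pH 7 with compound, aggregation induced by 20 uM heparin for 6 hr at 37 C. ThT (30 uM) added for 1 hr, then Alexa 594 FP read.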
The depositor's hits bear a star; i = inactive; ? = inconclusive; . = not tested or not shown; & = joins results of further samples; [ ] = another dose, or the depositor's remark. Unless noted, calls follow the shape of the dose curve; as a rule, active = well fitted curve in the direction sought with a large enough effect; inconclusive = small, poorly fitted or top-dose-only effect, or another doubt; inactive = no such curve, though single readings can be large; an effect the other way counts as inactive or inconclusive. Potency is read from the fitted curve at half-maximal effect. An excerpt, so the mix of outcomes need not match the whole.

smiles | Tau fibril ThT | HTT cytoprotect | RECQ1 helicase | TRb-SRC2 inh | L3MBTL1 block | TexasRed fluor | Tau fluor counter | Tau fibril FP
CCC(=O)O[C@@]1(C(=O)CCl)C(C)CC2C3CCC4=CC(=O)C=C[C@@]4(C)[C@]3(F)C(O)C[C@]21C (some centres not stated) | -9% | -54%[inhibitor] | i | -13% | . | -1% | -27% | -1%
CC(C)CCN1CCN(CC#Cc2ccccc2)CC1CCO (configuration not stated) | -16% | 10%[10 µM] | 5% | -1% | 7% | 1% | -18% | -6%
Cc1cccc(CNc2ncc(-c3cccc([N+](=O)[O-])c3)n2C)c1 | ? | 17%[10 µM] | -5% | -3% | ? | -7% | -27% | 2%
COc1ccc(-c2cc3nc(C)cc(N)n3n2)cc1 | -13% | -93%[inhibitor] | -8% | 5% | 9% | -2% | -5% | 0%
CCCc1nc2sc3ccccc3c(=O)c2c(=O)n1CCOC | 2% | -5% | -9% | 0% | 4% | -2% | 3% | -5%
Cc1cccc(N2CCN(C(=O)c3ccc(Cl)c(S(=O)(=O)N4CCc5ccccc5C4)c3)CC2)c1C | 0% | -5%[10 µM] | -18% | -1% | 1% | -1% | -5% | -1%
CN1CCN(S(=O)(=O)c2cccc(C(=O)NCc3ccc(Cl)cc3)c2)CC1 | 2% | -32%[inhibitor] | i | 6% | 1% | 0% | -4% | -8%
Nc1cccc(S(=O)(=O)Nc2ccc(Br)cc2)c1 | -2% | 7%[10 µM] | -4% | -1% | 2% | 3% | -17% | -1%
Cc1ccc(-c2nc3cccnc3o2)cc1NC(=O)COc1ccc(C(C)(C)C)cc1 | ? | 11%[10 µM] | -13% | 2% | . | 2% | -21% | 7%
COC(=O)c1c(Oc2ccc(OC)cc2)nnc(-c2ccccc2)c1-c1ccccc1 | -14% | . | . | -8% | . | 794µM*[quencher] | -27% | -5%
O=C(NCc1ccc2c(c1)CCO2)Nc1ccccc1 | -12% | -20%[10 µM] | 11% | -2% | 12% | -2% | -13% | 0%
S=C(NCc1cccs1)Nc1ccc(Br)cc1Cl | -7% | 9% | -7% | 7% | 0% | -1% | -23% | -8%
O=C(COc1ccc(Cl)cc1)NCc1nnc(SCC(=O)N2CCCCC2)o1 | -10% | 0% | -4% | 11% | . | 1% | -12% | -1%
Cc1onc(-c2c(Cl)cccc2Cl)c1C(=O)N1CCN(c2ncccn2)CC1 | -12% | 9%[10 µM] | i | -1% | -5% | -5% | -13% | -7%
CN(C(=O)COc1ccccc1)c1nnc(-c2cccnc2)s1 | -12% | -18%[10 µM] | -10% | -4% | . | -4% | -5% | -2%
COc1cccc(S(=O)(=O)NCc2ccc(C(=O)NCc3ccco3)cc2)c1 | -16% | 6% | -21% | 3% | -11% | -1% | -3% | -5%
COC(C(=O)NNC(=O)CCc1ccccc1)c1ccccc1 (configuration not stated) | -1% | -57%[inhibitor] | ? | -9% | 14% | -3% | 4% | 5%
O=C(O/N=C1/CCCc2occc21)c1ccccc1 | ? | ? | -15% | 1% | -7% | 1% | -3% | -1%
COc1ccccc1-c1cc(C(=O)Nc2cc(C)n(Cc3ccc(Cl)cc3)n2)no1 | -4% | -14% | 5% | -11% | 1% | -1% | -14% | -8%
O=C1c2cccc3cccc(c23)C(=O)N1c1nncs1 | -6% | 18%[0.074 µM] | -3% | 6% | -3% | 0% | 5% | 2%
Cc1ccc(NC(=S)NC2CC3CCCC(C2)N3Cc2ccco2)cc1 (configuration not stated) | 3% | -26%[10 µM] | i | -11% | -32% | 3% | 9% | 6%
COC(=O)C1=C(C)NC(=O)CC1c1ccccc1F (configuration not stated) | 3% | -2% | -2% | -2% | -2% | -4% | 5% | 8%
CN(C)/C=C1\Oc2ccc3ccccc3c2C1=O | ? | -20%[10 µM] | -11% | -7% | -11% | -1% | -7% | -2%
Cc1ccc(C(=O)NC(=S)NNC(=O)CC#N)cc1 | -11% | . | i | ? | -7% | 6% | 6% | 0%
O=C(c1ccc(Cl)nc1)N1CCN(S(=O)(=O)c2ccc(Cl)cc2)CC1 | 5% | -23% | -6% | -7% | 2% | 1% | 8% | 6%
Cc1ccc(C(=O)NC(=S)Nc2ccccc2C)cc1 | 1% | -1%[10 µM] | 15% | 0% | ? | -4% | 0% | 3%
COc1cccc(NC(=O)N2CCC(C(=O)Nc3ccc(C)cc3C)CC2)c1 | -13% | 0% | -14% | 4% | 9% | 2% | -16% | -1%
S=C(Cc1cccnc1)N1CCOCC1 | ? | -4%[0.074 µM] | -10% | -3% | 11% | -2% | 8% | -7%
CCC(CC)c1nnc(NC(=O)c2nn(C)c(=O)c3ccccc23)s1 | -1% | -36%[inhibitor] | -15% | -3% | -5% | -1% | -1% | 2%
Cc1oc(-c2ccc(F)cc2)nc1CN(Cc1ccccn1)CC1CCCO1 (configuration not stated) | -10% | 6%[10 µM] | -5% | -4% | -18% | 2% | -5% | -4%
c1csc(-c2cn3ccc4ccccc4c3n2)c1 | 10µM* | -39%[10 µM] | 22% | 1% | ? | 0% | -26% | -48%
COC(=O)C1=C(C)Nc2nc3ccccc3n2C1c1cc(OC)c(OC)c(OC)c1 (configuration not stated) | -8% | -21%[10 µM] | -10% | 2% | 10% | -1% | -7% | 3%
CCCC(=O)Nc1ncnc2c1ncn2[C@@H]1O[C@@H]2COP(=O)(O)O[C@H]2[C@H]1OC(=O)CCC | -7%&-18% | 5% | -2%&-3%&-2% | 0%&-4%&-5% | 0% | -1%&-6%&-1% | -6%&-21% | 7%&-10%
COc1cccc(NC(=O)C23CCC(C)(C(=O)O2)C3(C)C)c1 (configuration not stated) | 3% | 2% | i | -14% | . | -3% | -1% | -10%
S=c1[nH]c2cc(Cl)ccc2s1 | -9% | -5% | -7% | -2% | -2% | 2% | -4% | -2%
CCOc1ccc(NS(=O)(=O)c2ccc3[nH]cc(C(=O)N(CC)CC)c(=O)c3c2)cc1 | -12% | -81%[inhibitor] | -2% | -1% | 8% | -5% | -8% | 14%
Cc1cc(C)c2oc(-c3ccc(NC(=O)c4cc(Br)ccc4Cl)cc3)nc2c1 | ? | . | . | -10% | . | -57% | -18% | -17%
COc1ccc(S(=O)(=O)N(CC(=O)NCc2cccnc2)c2ccc(F)cc2)cc1OC | 6% | ? | i | -2% | 10% | 1% | 2% | 1%
O=[N+]([O-])c1cnc2nc(-c3ccncc3)nn2c1O | -11% | -23% | 1% | -2% | -2% | -20% | -2% | 6%
Cc1cccc(CNCc2ccccc2)c1 | 12% | 18%[10 µM] | -1% | -7%[53 µM] | 3% | -1%[53 µM] | 12% | 1%
CCOC(=O)c1cc(-c2ccccc2)n(CCCC(=O)Nc2cccc(Cl)c2C)c1C | ? | . | . | -5% | . | 1% | ? | 3%
O=C(Nc1nncs1)C1c2ccccc2Oc2ccccc21 | -14% | -8%[10 µM] | -2% | 7% | . | 1% | -15% | -1%
O=C(NCCC1=CCCCC1)c1ccc2c(c1)N(Cc1ccccc1)C(=O)CS2 | -6% | -25% | i | -2% | . | -6% | -18% | 10%
COC(=O)c1[nH]c2cc(OC)c(OC)cc2c1NC(=O)CN1CCN(Cc2ccccc2)CC1 | ? | -11% | i | -5% | 4% | -3% | -11% | 13%
COc1ccc(Nc2nc(CC(C)=O)ns2)cc1OC | -23% | -7%[10 µM] | -2% | 2% | 8% | -4% | -18% | 0%
Cc1oc(C2CC2)cc1C(=O)O | ? | -3%[10 µM] | -9% | -6% | 1% | 0% | -17% | -6%
CCOc1cc(CNCCc2ccc(S(N)(=O)=O)cc2)ccc1OCC(=O)NC(C)(C)C | -6% | -4% | 10% | 0% | . | 1% | 1% | -1%
COc1ccc(CNC(=O)c2cnc3sc(N4CCCC4)nn3c2=O)cc1OC | 1% | . | . | 0% | . | -21% | 1% | -6%
CCC(=O)N1CCCc2cc(S(=O)(=O)N3CCC(C(=O)Nc4cccc(Cl)c4)CC3)ccc21 | -11% | . | . | 5% | . | 1% | ? | -1%
CN1OC(COC(=O)c2ccc(Cl)cc2)CC1c1ccccc1 (configuration not stated) | -18% | 21%[10 µM] | -2% | -7% | 10% | -4% | -20% | -14%
CCc1c(C)sc2c1CCN(C(=O)Nc1ccccc1C(=O)OC)C2c1ccc(F)cc1 (configuration not stated) | -2% | . | . | -3% | . | 0% | 2% | -12%
CC1(C)CC(=O)/C(=C\c2cccc([N+](=O)[O-])c2)C(C)(C)N1 | ? | 5%[10 µM] | 0% | -5% | -7% | -4% | -19% | -13%
CCN(CC)S(=O)(=O)c1ccc(NC(=O)c2ccc(CN3CCOCC3)cc2)cc1 | 9% | -14%[10 µM] | 5% | 8% | -11%[11.4 µM] | -1% | 5% | 2%
COc1ccc(N(CC(=O)Nc2cc(C)on2)S(=O)(=O)c2ccc(Cl)cc2)cc1 | -1% | 5% | -1% | 0% | . | -8% | -20% | ?
O=C1CCCC/C1=C\Nc1ccc(C(=O)O)c(O)c1 | -7% | 6%[10 µM] | -2% | -2% | -9% | -3% | 1% | 9%
COc1cccc(NC(=O)C2CCN(c3ccc(Sc4ccc(C)cc4)nn3)CC2)c1 | -3% | . | . | -1% | . | ? | ? | -5%
CCN(CC)C(=O)c1sc2c(c1C)c(=O)n(-c1ccc(C)c(C)c1)c(=O)n2Cc1cc(=O)n2c(C)cccc2n1 | 14% | . | . | 2% | . | -3% | 7% | -2%
COc1cccc(CN2CCC(C(=O)N3CCC(C)CC3)CC2)c1 | -5% | -2%[10 µM] | i | 6% | 3% | -1% | 0% | -7%

Screening data as filed in PubChem.
